From PubChem BioAssay
GAA inhib = qHTS Assay for Inhibitors of Human alpha-Glucosidase as a Potential Chaperone Treatment of Pompe Disease; Lysosomal alpha-glucosidase (Homo sapiens), P10253; purified human GAA, 4-MU-alpha-glucoside fluorescence; Potency, µM (highest dose often 76.9 µM), inactives show at the top dose activity change, negative = inhibition, most hits filed as inhibitors; 200,000 compounds, 0.005% hits; AID 1466, 2008;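 note: potency is the fitted concentration of half-maximal effect; plate controls were uninhibited enzyme wells for no effect and no-enzyme background for full effect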
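Human alpha-glucosidase, 4 nM, pre-mixed with test compounds before 400 uM 4-methylumbelliferyl substrate; 20 min room temperature at pH 5.0. Fluorescence read after pH 10 stop; AC50 values from Hill-equation fits.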
aGlu spleen mod = qHTS Assay for Inhibitors and Activators of Human alpha-Glucosidase From Spleen Homogenate; 240,000 compounds, 0.006% hits; human spleen homogenate, 4-MU-alpha-glucoside fluorescence; Lysosomal alpha-glucosidase (Homo sapiens), P10253; Potency, µM (doses to about 79.9 µM), for the others: top-dose activity change, negative = inhibition, actives largely listed as inhibitors;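 note: potency is the fitted concentration of half-maximal effect; 0% = enzyme with vehicle and -100% = no enzyme basal signal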
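AC50 values come from Hill-equation fits of concentration-response data, normalized to no-enzyme and full-activity controls. Enzyme source: 1 ug human spleen homogenate; 1 mM fluorogenic 4-MU glucoside, pH 5.0 citrate buffer, 37 C, 40 min.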
CBFb-RUNX1 inh = qHTS Assay for Compounds Blocking the Interaction Between CBF-beta and RUNX1 for the Treatment of Acute Myeloid Leukemia | AlphaScreen CBFb-His/RUNX1-biotin binding, biochemical | 230,000 tested, under 10 active | Potency, µM (series often up to 59.8 µM), for the others: at the highest dose activity, negative = inhibition, most hits filed as inhibitors; note: % of control where 0% means no effect
Target sequence (Q01196 whole entry, looked up): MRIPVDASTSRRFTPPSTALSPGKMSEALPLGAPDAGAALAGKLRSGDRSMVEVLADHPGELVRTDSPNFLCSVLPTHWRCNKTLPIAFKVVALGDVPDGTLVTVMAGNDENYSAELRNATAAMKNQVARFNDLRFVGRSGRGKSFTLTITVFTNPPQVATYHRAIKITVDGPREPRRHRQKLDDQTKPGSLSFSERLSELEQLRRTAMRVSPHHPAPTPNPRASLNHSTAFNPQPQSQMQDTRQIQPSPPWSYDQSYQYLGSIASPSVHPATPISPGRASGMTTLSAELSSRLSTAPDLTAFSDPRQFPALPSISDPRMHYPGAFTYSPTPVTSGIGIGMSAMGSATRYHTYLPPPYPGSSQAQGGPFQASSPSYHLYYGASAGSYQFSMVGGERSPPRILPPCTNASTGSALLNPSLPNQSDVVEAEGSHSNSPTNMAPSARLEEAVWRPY
Target sequence (Q13951 whole entry, looked up): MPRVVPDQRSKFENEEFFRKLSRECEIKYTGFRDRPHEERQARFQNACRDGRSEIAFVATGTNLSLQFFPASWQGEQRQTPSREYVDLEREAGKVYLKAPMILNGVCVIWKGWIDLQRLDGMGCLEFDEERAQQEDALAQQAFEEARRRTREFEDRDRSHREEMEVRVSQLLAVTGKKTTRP
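Read-out: AlphaScreen. Format: His-CBF-beta with biotinylated RUNX1 (30 nM each) preincubated 20 min, compound 15 min, Ni-chelate plus streptavidin beads 90 min; room temperature throughout.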
HttQ103 aggreg = qHTS Multiplex Assay to Identify Dual Action Probes in a Cell Model of Huntington: Aggregate Formation (GFP); PC12 HttQ103-GFP aggregates, Acumen cytometry, 40 h; Potency, µM (top dose mostly 46.1 µM), for inactives: top-dose activity change, negative = inhibition, most hits filed as inhibitors; 220,000 compounds, 1.1% hits; AID 1688, 2009; note: potency is the fitted concentration of half-maximal effect; % is set by controls: 0 for no effect and ±100 for the full control effect; nearly all actives have a fitted effect of over 60% in size
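Ecdysone-promoter PC12 model expressing HTT exon 1 Q103 fused to GFP, induced by tebufenozide at 100 nM final. Compounds titrated; aggregates sized 1–25 µm scored on a 488 nm laser cytometer.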
HTT ATP protect = qHTS Multiplex Assay to Identify Dual Action Probes in a Cell Model of Huntington: Cytoprotection (ATP); PC12 HTT-Q103 induced, cytoprotection, ATP luminescence, 40 h; Potency, µM (doses to about 56.4 µM), inactives show cytoprotection (ATP increase), actives largely listed as activators; 230,000 compounds, 0.14% hits; AID 1471, 2008;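 note: potency is the fitted concentration of half-maximal effect; % of control where 0% means no effect; nearly all actives have a fitted effect of over 45% in size; toxic huntingtin expression switched on by the ecdysone agonist tebufenozide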
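Stable PC12 Q103-GFP cells in serum-supplemented, phenol red-free DMEM; induction by tebufenozide at 100 nM final; compound dose series; cell viability quantified luminescently from ATP.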
Lamin A splicing = qHTS Assay for Modulators of Lamin A Splicing. HeLa LMNA splicing GFP/RFP minigene ratio, 48 h. Potency, µM (titrated, usually from 46.1 µM), for the others: top-dose ratio change, negative = inhibition, hits mostly inhibitors. 200,000 compounds, 0.01% hits; active = well fitted inhibition curve with a large enough effect in the signal ratio, with a control signal flat, not every such curve was filed as active; inconclusive = small, poorly fitted or top-dose-only effect, or effect the other way, or a change in a side signal; the % refers to the signal ratio; note: potency is the fitted concentration of half-maximal effect; % is set by controls: 0 for no effect and ±100 for the full control effect
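Read-out is the ratio of GFP to DsRed2 object intensity, acquired by 488 nm laser-scanning cytometry on HeLa lamin A-EGFP minigene reporter cells. Compound incubation 48 hrs at 37 °C in Opti-MEM with 2% FBS; DMSO 0.5% final.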
GAA glycogen mod = qHTS Assay for Inhibitors and Activators of Human alpha-Glucosidase Cleavage of Glycogen; Lysosomal alpha-glucosidase (Homo sapiens), P10253; recombinant GAA, glycogen substrate, Amplex Red glucose oxidase fluorescence; Potency, µM (series often up to 76.4 µM), for the others: at the top dose activity change, negative = inhibition, hits mostly inhibitors; 300,000 compounds, 0.38% hits;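 note: potency is the fitted concentration of half-maximal effect; 0% = full enzyme reaction and -100% = no-enzyme basal signal; the screen sought inhibitors and activators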
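Recombinant enzyme (4 nM final) with compounds titrated up to 77 uM and bovine liver glycogen (30 ug) in citrate pH 5.0, 0.01% Tween-20, 37 C 40 min. Released glucose detected by Amplex Red/glucose oxidase (Ex 573/Em 610); AC50 from Hill fits.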
* = called active by the depositor; ? = inconclusive; nt = no result given; [ ] = remark or other dose. Unless noted, calls come from the whole dose curve; as a rule, active = well fitted curve in the direction sought with a large enough effect; inconclusive = small, poorly fitted or top-dose-only effect, or another doubt; inactive = no such curve, though single readings can be large; an effect the other way counts as inactive or inconclusive.

SMILES	GAA inhib	aGlu spleen mod	CBFb-RUNX1 inh	HttQ103 aggreg	HTT ATP protect	Lamin A splicing	GAA glycogen mod
CCOC(=O)C1CCN(c2c(NCc3ccc(C(=O)NC(C)CC)cc3)c(=O)c2=O)CC1 (stereo not drawn)	-7%	1%	9%	-17%	-11%	1%	-7%
CCOC(=O)c1c(C)[nH]c(C(=O)OCC(=O)Nc2cc(C)c(Cl)cc2OC)c1C	2%	-9%	7%	24%	-68%[inhibitor]	0%	2%
CCOC(=O)c1c(O)c2ccccc2n(CC)c1=O	-9%	3%	3%	11%	16%[10 µM]	-13%[46 µM]	-5%
CCCCCCC(=O)NNC(=O)c1c(O)c2ccccc2n(CCC)c1=O	6%	-1%	0%	4%[9.22 µM]	-3%[10 µM]	nt	5%
Cc1cc(N2CCN(c3ccccc3)CC2)nc(N)n1	2%	-4%	-8%	7%	23%[10 µM]	-6%	-5%
COc1cccc(/C=C/C(=O)Nc2cccc(C(C)=O)c2)c1OC	8%	2%	-9%	8%	-16%[10 µM]	-3%[46 µM]	6%
COc1ccccc1C(=O)NNC(=O)C(=O)NC(C)C	9%	6%	5%	30%[9.22 µM]	32%[10 µM]	-13%[46 µM]	-4%
Cc1cccc(OCc2nnc(N)s2)c1C	-13%	-2%	0%	5%	-16%	10%	10%
Cc1ccc(C(=O)N/C(=C/c2cccs2)C(=O)N2CCCCC2)cc1	-4%	-2%	3%	17%	-23%	nt	3%
CC1(C)CC(NC(=O)C2CCCCC2C(=O)O)CC(C)(C)N1 (stereo not drawn)	-3%	0%	1%	21%[9.22 µM]	-16%[10 µM]	5%	7%
O=C(c1cccc(N2C(=O)C3CC=CCC3C2=O)c1)N1CCN(c2ccccc2)CC1 (stereo not drawn)	3%[15.4 µM]	9%	5%	-13%	-28%	7%	-4%
Fc1ccc(COc2cccc(CNCc3ccncc3)c2)cc1	9%	4%	5%	nt	nt	2%[46 µM]	-9%
Cc1cc2c(c(=O)n1Cc1cccnc1)C(c1ccc(F)cc1)C(C#N)=C(N)O2 (stereo not drawn)	1%	-12%	4%	8%	14%	12%	5%
O=C(CCn1c(=O)oc2ccccc21)N1CCOCC1	-1%	-1%	3%	4%	-26%	0%	10%
CC1CCCN(S(=O)(=O)c2ccc(C(=O)Nc3nnc(-c4ccncc4)o3)cc2)C1 (stereo not drawn)	-10%	0%	?	?	-127%[inhibitor]	-22%[9.22 µM]	6%

Part of the list above, in markdown.
| Compound | GAA inhib | aGlu spleen mod | CBFb-RUNX1 inh | HttQ103 aggreg | HTT ATP protect | Lamin A splicing | GAA glycogen mod |
| --- | --- | --- | --- | --- | --- | --- | --- |
| CCOC(=O)c1c(C)[nH]c(C(=O)OCC(=O)Nc2cc(C)c(Cl)cc2OC)c1C | 2% | -9% | 7% | 24% | -68%[inhibitor] | 0% | 2% |
| CCOC(=O)c1c(O)c2ccccc2n(CC)c1=O | -9% | 3% | 3% | 11% | 16%[10 µM] | -13%[46 µM] | -5% |
| CCCCCCC(=O)NNC(=O)c1c(O)c2ccccc2n(CCC)c1=O | 6% | -1% | 0% | 4%[9.22 µM] | -3%[10 µM] | nt | 5% |
| Cc1cc(N2CCN(c3ccccc3)CC2)nc(N)n1 | 2% | -4% | -8% | 7% | 23%[10 µM] | -6% | -5% |
| COc1cccc(/C=C/C(=O)Nc2cccc(C(C)=O)c2)c1OC | 8% | 2% | -9% | 8% | -16%[10 µM] | -3%[46 µM] | 6% |
| COc1ccccc1C(=O)NNC(=O)C(=O)NC(C)C | 9% | 6% | 5% | 30%[9.22 µM] | 32%[10 µM] | -13%[46 µM] | -4% |
| Cc1cccc(OCc2nnc(N)s2)c1C | -13% | -2% | 0% | 5% | -16% | 10% | 10% |
| Cc1ccc(C(=O)N/C(=C/c2cccs2)C(=O)N2CCCCC2)cc1 | -4% | -2% | 3% | 17% | -23% | nt | 3% |
| CC1(C)CC(NC(=O)C2CCCCC2C(=O)O)CC(C)(C)N1 (stereo not drawn) | -3% | 0% | 1% | 21%[9.22 µM] | -16%[10 µM] | 5% | 7% |
| O=C(c1cccc(N2C(=O)C3CC=CCC3C2=O)c1)N1CCN(c2ccccc2)CC1 (stereo not drawn) | 3%[15.4 µM] | 9% | 5% | -13% | -28% | 7% | -4% |

Next entries:
SMILES	GAA inhib	aGlu spleen mod	CBFb-RUNX1 inh	HttQ103 aggreg	HTT ATP protect	Lamin A splicing	GAA glycogen mod
CC(=O)Oc1ccccc1C1=NN(C(C)=O)C(c2ccccc2)C1 (stereo not drawn)	?	-1%	-2%	-25%	2%	nt	-18%
CCOC(=O)C1=NNC2C(=O)N(C3CCCCC3)C(=O)C12 (stereo not drawn)	-14%	3%	3%	18%	-4%	1%	2%
Cc1cc2c(cc(C(=O)NCc3cccnc3)n2Cc2ccc(Cl)cc2)o1	-5%	1%	-6%	21%	-24%	9%	-11%
CCOC(=O)N1CCC(=NNC(=O)c2ccc(O)cc2)CC1	3%	-7%	-3%	2%	0%[10 µM]	?	7%
Cc1cc(=O)[nH]c(S/C=C/c2ccccc2)n1	1%	1%	6%	4%	-83%[inhibitor]	-7%	-1%
Cc1cc(C)cc(-c2nnc(SCC(=O)c3ccc4c(c3)OCCO4)o2)c1	0%	1%	13%	-5%	4%[10 µM]	-4%	4%
CCN(CC)S(=O)(=O)c1ccc2oc(C(=O)NCc3ccc(F)cc3)c(C)c2c1	-7%	-11%	12%	-32%	-19%	?	-3%
CCOc1ccc(OCC)c(NC(=O)C2CCN(S(=O)(=O)c3cccc4nonc34)CC2)c1	?	1%	-1%	8%[9.22 µM]	-33%	12%	-11%
Cc1ccc(S(=O)(=O)NNC(=O)c2cc(C)cs2)cc1	nt	-20%	-8%	-10%[9.22 µM]	-4%[10 µM]	nt	-16%
Cn1c(CN2CCOCC2)nc2cc(NC(=O)c3ccc(Cl)cc3)ccc21	-3%	-1%	11%	-2%	-20%[0.074 µM]	?	9%
O=S(=O)(c1ccc(Br)s1)N1CCN(Cc2ccc3c(c2)OCO3)CC1	-5%	-4%	1%	?	19%	-19%	-1%
CC1=C(C(=O)OCCNC(=O)c2ccccc2O)C(c2ccccc2[N+](=O)[O-])C(C(=O)OCC2CCCO2)=C(C)N1 (stereo not drawn)	-8%	0%	-22%	-13%	-2%[10 µM]	?	-15%
Cc1ccc(C)c(-n2nnnc2Sc2nnnn2-c2ccccc2)c1	?	-5%	1%	20µM*	-88%[inhibitor][10 µM]	?	8%
COc1ccccc1N1CCN(C(=O)c2cc3c(=O)n(C)c4ccccc4c3n2C)CC1	-3%[15.4 µM]	-4%	-9%	0%	-14%	-5%	7%
N#Cc1cccnc1N1CCN(C(=O)COCC(=O)O)CC1	nt	6%	22%	-6%[9.22 µM]	7%[10 µM]	nt	-4%
COc1ccc(-c2cc(C(F)F)n3ncc(C(=O)N4CCCc5ccccc54)c3n2)cc1	?	-4%	-2%	20%[9.22 µM]	3%[10 µM]	17%[46 µM]	-2%
Cc1ccccc1-n1sc2cc(F)ccc2c1=O	-4%	6%	-5%	?	8%[1.9 µM]	?	-15%
NC(=O)CSc1nnc(-c2ccc(S(=O)(=O)N3CCCC3)cc2)n1CC1CCCO1 (stereo not drawn)	6%	4%	6%	11%[9.22 µM]	3%	-5%	4%
FC(F)Sc1ccc(-n2c(-c3ccc(Cl)cc3)c[n+]3c2CCC3)cc1	0%	nt	-3%	2%	-15%	1%[46 µM]	0%
O=C(O)c1nc(-c2ccccc2)n(-c2ccccc2)n1	0%	2%	-6%	2%	7%[10 µM]	-5%	-1%
CCS(=O)(=O)N1CCN(c2ccc(C(=O)NC34CC5CC(CC(C5)C3)C4)cc2[N+](=O)[O-])CC1	-5%	-4%	-7%	7%	11%[10 µM]	-3%	1%
O=S1(=O)N=C(Nc2ccc(O)cc2)c2ccccc21	-6%	-18%	-1%	-10%	nt	nt	2%
COCC(=O)Nc1ccc(S(=O)(=O)Nc2ccccn2)cc1	-5%	-6%	4%	27%	nt	nt	4%
O=C(Nc1nc2ccccc2c2nc3ccccc3n12)c1ccc(F)cc1	-7%	-7%	1%	14%	-1%[10 µM]	2%	6%
COc1ccccc1/C=N/NC(=S)Nc1cccnc1	1%	-3%	2%	20%	17%	nt	-21%
O=C(c1cc(-c2ccccn2)nc2ccccc12)N1CCN(c2ncccn2)CC1	4%	3%	2%	5%	-11%	-2%[46 µM]	-8%
CN(C)c1cccc(C(=O)N/N=C/c2ccccc2F)c1	0%	-4%	13%	-1%	-146%[inhibitor]	5%[46 µM]	-21%
N#Cc1ccsc1NC(=O)CSc1nnnn1-c1ccc(O)cc1	nt	2%	-1%	15%[9.22 µM]	-2%[10 µM]	nt	2%
COc1ccc(CCNC(=O)CSCc2ccc([N+](=O)[O-])cc2)cc1OC	-4%	2%	12%	-19%	nt	?	-16%
CCN(C(=O)COC(=O)c1cc(-c2cccs2)nc2ccccc12)C1CCS(=O)(=O)C1 (stereo not drawn)	13%	8%	20%	-6%	11%[10 µM]	-13%[46 µM]	-1%
O=C(NCc1ccccn1)C1CN(S(=O)(=O)c2ccccc2)CCN1S(=O)(=O)c1ccccc1 (stereo not drawn)	?	1%	-14%	nt	nt	-5%[46 µM]	12%
CC1=NOC(=O)/C1=C\c1ccc(-c2ccc(Cl)c(C(=O)O)c2)o1	?	-12%	?	16%	nt	nt	-24%
COc1ccc(C(CNC(=O)c2ccccc2C)N2CCCC2)cc1 (stereo not drawn)	0%	-14%	3%	-18%	-3%	13%	-2%
O=C(CNC(=O)c1ccccc1)NCC(=O)OCC(=O)c1ccc([N+](=O)[O-])cc1	1%	-5%	0%	3%	6%[10 µM]	-14%	-3%
COc1cccc(C(c2sc3ncnn3c2O)N2CCN(C(=O)c3ccco3)CC2)c1 (stereo not drawn)	-7%	-1%	-2%	23%	-12%	-2%	2%
